Assay outcomes as filed in PubChem.
SMN2 splice up: SMN2 splice variant enhancement. HEK293 SMN2-luciferase splicing reporter, luminescence, 30-36 h. Potency, µM (highest dose often 46.1 µM), without a hit: top-dose activity change, positive = activation, actives largely listed as activators. 210,000 tested, 2.8% active. AID 1458; note: % of control where 0% means no effect; nearly all actives have a fitted effect of over 55% in size
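HEK293 cells carry an SMN2 minigene-luciferase reporter in which exon 7 inclusion puts luciferase in frame. Cells were seeded at 2000 cells/well, attached for 10-12 hours, then exposed to compounds for 30-36 hours at 37C before ONE-Glo luminescence.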
L3MBTL1 inh: inhibitors of human L3MBTL1; AlphaScreen L3MBTL1–H3K9me1 peptide binding; Potency, µM (highest dose often 57.1 µM), inactives show at the highest dose activity, negative = inhibition, most hits filed as inhibitors; 230,000 tested, 0.66% active; Q9Y468; AID 485360; note: % is set by controls: 0 for no effect and ±100 for the full control effect; nearly all actives have a fitted effect of over 60% in size
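First, the protein-peptide complex forms for 30 min at room temperature (L3MBTL1 50 nM, biotinylated H3K9me1 peptide 75 nM). Next, compounds are pin-transferred and incubated 30 min. Finally, AlphaScreen beads are added and read after 30 min.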
ALDH1A1 inh: blocks purified human ALDH1A1 activity. 220,000 tested, 7.3% active. P00352. Potency, µM (highest dose often 75.3 µM), inactives show at the top dose activity, negative = inhibition, actives largely listed as inhibitors. Purified ALDH1A1, NADH fluorescence, propionaldehyde substrate; active = well fitted inhibition curve with a large enough effect, not every such curve was filed as active; inconclusive = small, poorly fitted or top-dose-only effect, or another doubt; inactive = no such curve, though single readings can be large or run the other way;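 note: plate controls were no enzyme wells and a reference inhibitor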
Target sequence (P00352 whole entry, looked up): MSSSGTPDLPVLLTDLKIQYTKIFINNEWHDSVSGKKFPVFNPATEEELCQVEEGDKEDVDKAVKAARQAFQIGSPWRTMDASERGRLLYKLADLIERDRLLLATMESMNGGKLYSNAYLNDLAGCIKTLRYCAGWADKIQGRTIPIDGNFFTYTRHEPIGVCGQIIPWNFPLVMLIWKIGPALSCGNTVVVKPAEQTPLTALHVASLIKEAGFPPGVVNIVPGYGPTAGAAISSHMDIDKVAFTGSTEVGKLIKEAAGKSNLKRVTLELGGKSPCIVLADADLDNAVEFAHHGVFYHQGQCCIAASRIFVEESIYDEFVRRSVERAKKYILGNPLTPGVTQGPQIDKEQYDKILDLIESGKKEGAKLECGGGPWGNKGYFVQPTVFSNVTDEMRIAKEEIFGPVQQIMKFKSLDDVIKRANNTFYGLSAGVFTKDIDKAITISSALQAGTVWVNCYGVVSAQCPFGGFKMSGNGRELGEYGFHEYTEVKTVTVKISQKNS
Luc counter: counter-screen: inhibitors of Kinase-Glo firefly luciferase. AID 1379. Potency, µM (series often up to 38.3 µM), for inactives: at the highest dose activity change, negative = inhibition, usual class: inhibitors. 200,000 tested, 0.28% active. Q27757. Kinase-Glo luciferase, ATP luminescence, 8 min; note: % is set by controls: 0 for no effect and ±100 for the full control effect; nearly all actives have a fitted effect of over 60% in size
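Substrate mix (final 50 mM imidazole pH 7.2, 50 mM KCl, 7 mM MgCl2, 10 uM ATP, 0.01% Tween 20, 0.05% BSA) plus pin-tool compound, then Kinase-Glo detection mix; 8 min ambient, luminescence read.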
RECQ1 inh: blocks DNA unwinding by human RECQ1; 240,000 tested, 0.54% active; P46063; RECQ1 DNA unwinding, red fluorescence kinetic read; Potency, µM (titrated, usually from 57.3 µM), without a hit: top-dose activity, negative = inhibition, hits mostly inhibitors;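 note: plate controls were vehicle for no effect and no enzyme for full effect; nearly all actives have a fitted effect of over 30% in size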
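RECQ1T1 50 nM; forked duplex (20 bp + 30-nt ss tails) 200 nM, ATP 2 mM final; pH 8.0, 2 mM MgCl2, 2.5 ug/ml poly(dI-dC); 15 min compound preincubation; discontinuous kinetic read over 2 h at RT.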
JMJD2E inh: JMJD2E (human) inhibition; JMJD2E catalytic domain, FDH-coupled NADH fluorescence (FDH is formaldehyde dehydrogenase); 230,000 tested, 1.6% active; Potency, µM (top dose mostly 57.1 µM), without a hit: top-dose activity change, negative = inhibition, usual class: inhibitors; B2RXH2; active = well fitted inhibition curve with a large enough effect, not every such curve was filed as active; inconclusive = small, poorly fitted or top-dose-only effect, or another doubt; inactive = no such curve, though single readings can be large or run the other way;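 note: 0% = wells with enzyme and -100% = buffer wells without enzyme; nearly all actives have a fitted effect of over 50% in size; many of its hits are not listed in these tables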
Target sequence (B2RXH2 1-337 limits assumed): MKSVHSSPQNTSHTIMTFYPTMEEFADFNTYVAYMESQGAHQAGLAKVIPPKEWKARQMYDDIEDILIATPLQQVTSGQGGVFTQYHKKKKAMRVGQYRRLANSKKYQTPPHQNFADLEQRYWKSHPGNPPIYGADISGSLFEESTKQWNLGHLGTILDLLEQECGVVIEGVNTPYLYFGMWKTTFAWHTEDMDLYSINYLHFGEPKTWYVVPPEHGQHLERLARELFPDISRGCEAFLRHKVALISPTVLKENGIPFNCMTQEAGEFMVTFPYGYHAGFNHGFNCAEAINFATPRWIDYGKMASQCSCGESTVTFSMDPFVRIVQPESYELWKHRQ
Lamin A splicing: LMNA splicing modulation | HeLa LMNA splicing GFP/RFP minigene ratio, 48 h | Potency, µM (highest dose often 46.1 µM), without a hit: at the top dose ratio change, negative = inhibition, usual class: inhibitors | 200,000 tested, 0.01% active; active = well fitted inhibition curve with a large enough effect in the signal ratio, with a control signal flat, not every such curve was filed as active; inconclusive = small, poorly fitted or top-dose-only effect, or effect the other way, or a change in a side signal; the % refers to the signal ratio; note: % is set by controls: 0 for no effect and ±100 for the full control effect
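S3 HeLa stable clones carrying a lamin A-EGFP splicing minigene plus DsRed2 were seeded at 600 cells/well in Opti-MEM with 2% FBS, pin-dosed and incubated 48 h at 37°C. Acumen cytometry (488 nm) gave the GFP/RFP total-intensity ratio.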
Tau ThT inhib: tau fibrillization inhibition (ThT binding) | Potency, µM (titrated, usually from 57.4 µM), for inactives: top-dose activity, negative = inhibition, actives largely listed as inhibitors | recombinant tau K18 P301L, heparin-induced fibrillization, ThT fluorescence | 270,000 tested, 2.1% active; note: % is set by controls: 0 for no effect and ±100 for the full control effect; nearly all actives have a fitted effect of over 55% in size
Target sequence (P10636 561-689 P618L limits assumed): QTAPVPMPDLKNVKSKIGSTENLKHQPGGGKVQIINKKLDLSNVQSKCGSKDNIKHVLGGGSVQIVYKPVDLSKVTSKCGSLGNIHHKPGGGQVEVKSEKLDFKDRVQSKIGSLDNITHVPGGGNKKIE
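Fibril formation assay: tau K18 P301L at 15 uM with trace Alexa 594 label, heparin inducer 20 uM, pH 7 sodium acetate buffer, 37 C for 6 hr; endpoint ThT signal.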
Active calls of the source: *; i = inactive; ? = inconclusive; / = not tested or not shown; [ ] = dose if it differs, or a comment. Unless noted, calls come from the whole dose curve; as a rule, active = well fitted curve in the direction sought with a large enough effect; inconclusive = small, poorly fitted or top-dose-only effect, or another doubt; inactive = no such curve, though single readings can be large; an effect the other way counts as inactive or inconclusive. Potency is the fitted concentration of half-maximal effect.

SMILES	SMN2 splice up	L3MBTL1 inh	ALDH1A1 inh	Luc counter	RECQ1 inh	JMJD2E inh	Lamin A splicing	Tau ThT inhib
O=C1CC(c2ccccc2)c2ccccc21 (stereo not given)	-4%	2%	-9%	8%	-7%	4%	9%[46 µM]	3%
CCc1ccc2c(c1)c1nc(C)sc1n2CC	-12%	-2%	32µM*	2%	-5%	-14%	?	25µM*
O=C1OC(c2ccc(Br)cc2)=N/C1=C\c1ccco1	1%	?	?	0%	-4%	-5%	/	-8%
CSc1nsc2nc(=O)c(/C=C3\C=Nc4ccccc43)c(N)n12	3%	2%	8%	-2%	4%	-2%	?	?
CC(=O)Nc1sc(N)nc1-c1ccccc1	-4%	/	?	3%	-8%	-4%	10%	-14%
CCn1c(=O)c(=O)[nH]c2cc(C(=O)N3CCN(c4ccccc4F)CC3)ccc21	-7%	0%	4%	-3%	25µM*	-9%	-4%	-7%
CCOC(=O)C1CC2CC(C1)CN(C(=O)C1CCCCC1)C2 (stereo not given)	-6%	25%	-3%	0%	-3%	-2%	14%[46 µM]	-5%
CCOC(=O)c1nc(NCc2ccccc2F)c2ccccc2n1	-10%	/	-14%	0%	-1%	-4%	/	-1%
CN(CCc1ccccn1)C(=O)CC1C(=O)NCCN1Cc1ccc(-c2ccccc2)cc1 (stereo not given)	/	-2%	?	0%	-11%	-17%	6%[46 µM]	?
Cc1c(NC(=O)c2c(F)c(F)c(F)c(F)c2F)c(=O)n(-c2ccccc2)n1C	17%	/	-8%	4%	i	7%	1%	-7%
Cc1cccc(-n2c(CNC(=O)c3cccc([N+](=O)[O-])c3C)n[nH]c2=S)c1	-25%	/	5%	11%	-3%	-5%	/	2%
COc1cc2c(cc1OC)C(=S)NC1(CCCC1)C2	-2%	-8%	?	4%	-14%	-6%	-13%[46 µM]	-3%
Cc1ccc(N2C(=O)CC(NNC(=O)c3cccc(S(=O)(=O)N4CCCC4)c3)C2=O)cc1 (stereo not given)	2%[1.84 µM]	3%	?	0%	-4%	4%	-14%	0%
CN(C)c1ccc(/C=N/NC(=O)C(O)(c2ccccc2)c2ccccc2)o1	-6%	-2%	-8%	1%	-7%	-27%	-4%	?
CCCCC/C=C\C/C=C\C/C=C\C/C=C\CCCCCC(=O)NCCCC(=O)O	19%	/	-6%	0%	-4%	-5%	/	-9%
COc1ccc(N2CCN(CCOc3ccc4c(C)cc(=O)oc4c3)CC2)cc1	-4%	-5%	?	-4%	6%	?	10%	?
CCc1nc2c(c(SC)nn2-c2ccccc2)c(N)c1C(=O)OC	3%	-3%	?	-7%	-1%	-5%	-12%	-5%
O=C(CCCCl)NC(=S)Nc1cc(C(F)(F)F)ccc1N1CCOCC1	-24%	-5%	-5%	0%	-18%	1%	?	-2%
CCn1c(Cc2ccccc2)nnc1SCC(=O)Nc1ccccc1O	2%	0%	8%	1%	i	9%	-14%[46 µM]	3%
CCOC(=O)c1sc(=S)n(-c2ccc(C)cc2)c1N	-17%	/	14µM*	-1%	-3%	-8%	/	?
CC(NC(=O)c1ccc(=O)oc1)c1ccccc1 (stereo not given)	26%	/	18%	1%	-2%	5%	4%	-6%
CCN(CC)S(=O)(=O)c1ccc(N2CCOCC2)c(NS(=O)(=O)c2cc(C(C)(C)C)ccc2C)c1	-6%[1.84 µM]	-2%	14µM*	-1%	-6%	5%	-5%	-18%
CC(C)CNC(=S)NNC(=O)c1csc2ccccc12	10%	/	0%	-1%	-10%	6%	-10%	-9%
Cc1cccc(OS(=O)(=O)NC(=O)OCC2CCCN3CCCCC23)c1 (stereo not given)	-12%	/	-5%	-3%	-6%	-2%	/	-7%
O=C(N/N=C/c1cccnc1)C(O)c1ccccc1 (stereo not given)	4%	14%	5%	-2%	8%	4%	-4%	-10%

Later entries
SMILES	SMN2 splice up	L3MBTL1 inh	ALDH1A1 inh	Luc counter	RECQ1 inh	JMJD2E inh	Lamin A splicing	Tau ThT inhib
COc1ccc2nccc(C(=O)O)c2c1	11%[20.6 µM]	/	9%[20.9 µM]	1%[17.1 µM]	0%[25.9 µM]	3%[25.5 µM]	?	/
CCC1CCCCN1CCNC(=O)CCS(=O)(=O)c1ccc(Br)cc1 (stereo not given)	-4%	?	-6%	-3%	-8%	2%	-10%	2%
Cc1ccc(/C(N)=N/OC(=O)c2ccc(C)cc2Cl)cc1	?	26%	-1%	-4%	-7%	-3%	3%	-12%
Cc1cc(/C=N/NC(N)=O)c(C)c(CO)c1	9%	2%	3%	6%	-10%	4%	18%	-6%
Oc1ccc2ccccc2c1N=Nc1nccs1	/	4µM*	/	/	-12%	28µM*	/	7.9µM*
COc1cccc(C(=O)Nc2c(C)nn(-c3ccccc3)c2C)c1	-11%	-8%	16%	0%	i	2%	?	-5%
COc1cc(S(=O)(=O)N2CCC(c3nc4ccccc4s3)CC2)ccc1S(=O)(=O)N1CC(C)CC(C)C1 (stereo not given)	-9%	9%	-2%	1%	-3%	-1%	-4%	-4%
N#Cc1nc(-c2ccc(Cl)cc2)oc1NCc1ccco1	?	/	?	4%	i	?	-2%	7%
Cn1c(C(=O)N2CCN(c3ncccn3)CC2)cc2c(=O)n(C)c3ccccc3c21	-3%	/	-6%	0%	i	-7%	4%	-10%
CC(C)CC(N=Cc1c(O)c2ccccc2oc1=O)C(=O)O (stereo not given)	11%	/	14µM*	1%	0%	2%	/	-16%
COc1ccc(-c2nnc(SCC(=O)N3CCOCC3)n2C)cc1OC	1%	7%	2%	-2%	i	0%	-8%	-8%
CC(=O)c1ccc(N=Nc2ccc(N(C)C)cc2)cc1	14%	-3%	13%	?	-9%	?	/	1µM*
COc1cc(OC)c2nc(C)c3c(c2c1)N(c1ccc(O)cc1)CC3	/	5%	-7%	0%	-3%	-4%	15%	-15%
CCC(=O)Nc1cc(C(=O)OCC(=O)c2ccccc2Cl)ccc1C	/	-2%	?	-4%	-6%	-2%	-4%	-11%
Nc1cc([N+](=O)[O-])ccc1N1C(=O)CCCC1=O	/	-13%	/	/	i	-2%	/	-17%
Cc1ccc(S(=O)(=O)Nc2ccc(Cl)cc2)cc1NC(=O)c1cc2c(s1)CCCC2	-8%	-3%	-7%	-1%	-16%	?	?	-3%
CC(=O)N1[C@H](Cc2ccccc2)C=C[C@]1(C)C(=O)NCc1cc(F)cc(C(F)(F)F)c1	-7%	/	-4%	-7%	-10%	?	/	-2%
COc1cc(NC(=S)NC(=O)c2ccc(C(C)(C)C)cc2)ccc1NC(=O)c1cccs1	?	4%	12µM*	1%	5%	5%	?	-17%
CC1CC(C)CN(CCOc2ccc(Br)cc2)C1 (stereo not given)	?	1%	-5%	-2%	-2%	?	-4%	2%
CC(NC(=O)C1CC1)C(c1cccs1)N1CCN(c2ccccc2)CC1 (stereo not given)	1%	5%	1%	3%	i	-3%	-2%	-6%
COC(=O)C1=C(NC(=O)CCCCl)CCS1	-9%	3%	?	-2%	-1%	-8%	-6%	-8%
CCN(CC)CCCN1C=C2C(=O)C(C)(OC(=O)c3cccs3)C(=O)C=C2C=C1CCCC(=O)OC (stereo not given)	-10%[9.22 µM]	/	15%[13.5 µM]	-9%[7.66 µM]	2%[11.5 µM]	4%[11.4 µM]	-2%[9.22 µM]	5%[11.5 µM]
CN(C)/C=C/C(=O)c1cccc(Cl)c1	17%	9%	?	-2%	-7%	-13%	-15%	?
COc1ccccc1Cn1c(=S)[nH]c2cc(C(=O)NCc3cccnc3)ccc2c1=O	-38%[inhibitor]	?	?	0%	0%	-9%	-17%[46 µM]	-9%
O=C(N/N=C\C=C\c1ccc2c(c1)OCO2)c1cccnc1	-1%	24%	-13%	0%	-2%	?	?	-17%
c1ccc(CSc2nnc(-c3ccco3)n2Cc2ccccc2)cc1	22µM*	/	?	-2%	-4%	-1%	3%	-8%
O=C(c1ccccc1-c1ccccc1)N1CCOCC1	12%	/	-4%	5%	i	2%	-8%	1%
O=C(c1ccc2nc(N3CCOCC3)sc2c1)N1CCC(Cc2ccccc2)CC1	-16%	/	?	5%	-6%	?	-24%	?
S=c1[nH]ncn1/N=C/c1ccc(Br)cc1	-13%	-2%	32µM*	-1%	-8%	-9%	10%	-21%
CCCCC(=Nc1ccccc1OC)C1=C(O)CC(c2ccccc2)CC1=O (stereo not given)	14%	-3%	-8%	11%	-5%	7%	?	?

Filtered by structure, the entries above containing two or more sulfur atoms
SMILES	SMN2 splice up	L3MBTL1 inh	ALDH1A1 inh	Luc counter	RECQ1 inh	JMJD2E inh	Lamin A splicing	Tau ThT inhib
CSc1nsc2nc(=O)c(/C=C3\C=Nc4ccccc43)c(N)n12	3%	2%	8%	-2%	4%	-2%	?	?
CCOC(=O)c1sc(=S)n(-c2ccc(C)cc2)c1N	-17%	/	14µM*	-1%	-3%	-8%	/	?
CCN(CC)S(=O)(=O)c1ccc(N2CCOCC2)c(NS(=O)(=O)c2cc(C(C)(C)C)ccc2C)c1	-6%[1.84 µM]	-2%	14µM*	-1%	-6%	5%	-5%	-18%
CC(C)CNC(=S)NNC(=O)c1csc2ccccc12	10%	/	0%	-1%	-10%	6%	-10%	-9%
COc1cc(S(=O)(=O)N2CCC(c3nc4ccccc4s3)CC2)ccc1S(=O)(=O)N1CC(C)CC(C)C1 (stereo not given)	-9%	9%	-2%	1%	-3%	-1%	-4%	-4%
Cc1ccc(S(=O)(=O)Nc2ccc(Cl)cc2)cc1NC(=O)c1cc2c(s1)CCCC2	-8%	-3%	-7%	-1%	-16%	?	?	-3%
COc1cc(NC(=S)NC(=O)c2ccc(C(C)(C)C)cc2)ccc1NC(=O)c1cccs1	?	4%	12µM*	1%	5%	5%	?	-17%

The list is partial; the hit share may differ from the screen's.
